NSD2 inh – inhibitors of human NSD2, primary screen, biochemical, plate reader, single point | NSD2-SET H3K36me1 DELFIA fluorescence | inhibition, % at 12.5 µM | 44,000 tested, 0.07% active | AID 624260, 2012; in the data active means inhibition above about 54%, passing the limit was not always enough; inconclusive means no clear call, values can overlap the other calls;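 further: inhibitors reduce the monomethyl H3K36 fluorescence signal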
Target sequence (O96028 whole entry, looked up): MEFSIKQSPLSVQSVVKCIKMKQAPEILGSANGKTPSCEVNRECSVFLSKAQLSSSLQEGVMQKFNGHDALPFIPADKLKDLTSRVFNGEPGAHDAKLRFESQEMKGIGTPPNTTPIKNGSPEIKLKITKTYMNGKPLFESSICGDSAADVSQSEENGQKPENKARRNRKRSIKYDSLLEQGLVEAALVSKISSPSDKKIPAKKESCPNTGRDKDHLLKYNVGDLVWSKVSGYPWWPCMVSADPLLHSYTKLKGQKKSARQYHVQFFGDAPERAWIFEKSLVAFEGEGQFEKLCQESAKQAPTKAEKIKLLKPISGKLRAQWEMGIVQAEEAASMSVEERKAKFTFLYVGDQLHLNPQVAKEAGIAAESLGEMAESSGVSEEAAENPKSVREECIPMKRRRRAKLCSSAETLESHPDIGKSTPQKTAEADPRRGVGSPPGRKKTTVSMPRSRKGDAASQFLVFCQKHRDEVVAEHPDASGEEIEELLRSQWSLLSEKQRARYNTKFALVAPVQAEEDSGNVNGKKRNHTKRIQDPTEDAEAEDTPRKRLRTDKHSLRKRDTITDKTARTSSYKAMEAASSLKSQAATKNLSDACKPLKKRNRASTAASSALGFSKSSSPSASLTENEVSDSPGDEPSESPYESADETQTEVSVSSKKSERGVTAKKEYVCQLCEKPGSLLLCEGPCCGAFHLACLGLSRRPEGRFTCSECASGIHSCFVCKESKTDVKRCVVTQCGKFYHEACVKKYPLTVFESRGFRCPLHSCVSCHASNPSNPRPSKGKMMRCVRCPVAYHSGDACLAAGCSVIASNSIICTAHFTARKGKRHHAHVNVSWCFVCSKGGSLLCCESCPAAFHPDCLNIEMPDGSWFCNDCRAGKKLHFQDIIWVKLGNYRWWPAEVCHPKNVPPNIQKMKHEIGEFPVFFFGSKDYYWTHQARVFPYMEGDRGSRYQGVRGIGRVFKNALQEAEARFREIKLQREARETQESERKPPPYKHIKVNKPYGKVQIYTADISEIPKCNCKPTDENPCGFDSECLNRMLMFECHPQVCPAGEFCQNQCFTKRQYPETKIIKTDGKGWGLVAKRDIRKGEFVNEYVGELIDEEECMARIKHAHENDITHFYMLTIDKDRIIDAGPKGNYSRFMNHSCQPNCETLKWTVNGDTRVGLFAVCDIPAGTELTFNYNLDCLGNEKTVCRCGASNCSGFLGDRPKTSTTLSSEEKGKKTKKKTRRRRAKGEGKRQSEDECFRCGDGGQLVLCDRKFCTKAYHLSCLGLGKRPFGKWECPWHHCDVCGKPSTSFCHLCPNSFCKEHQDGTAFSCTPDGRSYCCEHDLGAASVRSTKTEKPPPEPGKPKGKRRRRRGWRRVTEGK
* = called active by the depositor; ? = inconclusive. An excerpt; the hit share may differ from the screen's.

The opening 4 entries, ahead of the listing:
cpd	Molecule	NSD2 inh
1	C[C@H]1CN([C@@H](C)CO)C(=O)Cc2cc(NC(=O)Nc3ccc(F)cc3)ccc2O[C@H]1CN(C)S(C)(=O)=O	9
2	CC(C)CC#Cc1ccc2c(c1)O[C@@H](CN(C)C(=O)c1cccc(F)c1)[C@H](C)CN([C@H](C)CO)S2(=O)=O	-1
3	Cc1ccccc1-c1cnc2c(c1)C(=O)N([C@@H](C)CO)C[C@@H](C)[C@H](CN(C)C(=O)c1ccc(F)cc1)O2	15
4	C/C=C/c1ccc2c(c1)O[C@H](CN(C)C(=O)CN1CCOCC1)[C@H](C)CN([C@@H](C)CO)S2(=O)=O	?

All compounds of this part, previewed entries included:
cpd	Molecule	NSD2 inh
1	C[C@H]1CN([C@@H](C)CO)C(=O)Cc2cc(NC(=O)Nc3ccc(F)cc3)ccc2O[C@H]1CN(C)S(C)(=O)=O	9
2	CC(C)CC#Cc1ccc2c(c1)O[C@@H](CN(C)C(=O)c1cccc(F)c1)[C@H](C)CN([C@H](C)CO)S2(=O)=O	-1
3	Cc1ccccc1-c1cnc2c(c1)C(=O)N([C@@H](C)CO)C[C@@H](C)[C@H](CN(C)C(=O)c1ccc(F)cc1)O2	15
4	C/C=C/c1ccc2c(c1)O[C@H](CN(C)C(=O)CN1CCOCC1)[C@H](C)CN([C@@H](C)CO)S2(=O)=O	?
5	O=C(O)CCc1ccc(-c2cccs2)n1CC1CCCO1 (stereo not given)	-6
6	C[C@H](CO)N1C[C@H](C)[C@H](CN(C)C(=O)c2ccccn2)Oc2cc(C3=CCCC3)ccc2S1(=O)=O	-2
7	C[C@H](CO)N1C[C@H](C)[C@H](CN(C)C(=O)C2CCC2)Oc2ncc(C#Cc3ccccc3F)cc2C1=O	2
8	FC(F)(F)c1cccc(-c2noc(-c3cc(-c4ccccc4)c(C(F)(F)F)s3)n2)c1	0
9	Cc1ccc(S(=O)(=O)Nc2ccc3c(c2)C(=O)N([C@H](C)CO)C[C@H](C)[C@H](CN(C)C(=O)Nc2ccc(F)cc2)OCCCC[C@@H](C)O3)cc1	-1
10	CNC[C@H]1Oc2ncc(-c3ccc(OC)cc3)cc2C(=O)N([C@H](C)CO)C[C@H]1C	10
11	Cc1noc(C)c1S(=O)(=O)Nc1ccc2c(c1)CC(=O)N([C@@H](C)CO)C[C@H](C)[C@@H](CN(C)C(=O)Nc1ccc(C(F)(F)F)cc1)O2	-2
12	CC(C)NC(=O)N(C)C[C@@H]1OCCCC[C@H](C)Oc2ccc(NC(=O)Cc3ccccc3)cc2C(=O)N([C@H](C)CO)C[C@H]1C	7
13	C/C=C/c1cnc2c(c1)C(=O)N([C@H](C)CO)C[C@H](C)[C@@H](CN(C)C(=O)Nc1ccccc1F)O2	1
14	CC[C@@H]1Cn2c(c3nc(-c4ccccc4)nc-3n(C)c2=O)N1	4
15	CC(=O)N(C)C[C@H]1Oc2ncc(-c3cccc(F)c3)cc2C(=O)N([C@H](C)CO)C[C@H]1C	0
16	COc1ccc(NC(=O)N(C)C[C@H]2Oc3c(NS(=O)(=O)c4cn(C)cn4)cccc3C(=O)N([C@@H](C)CO)C[C@@H]2C)cc1	7
17	COc1ccc(C#Cc2ccc3c(c2)[C@]2(C(=O)N3)[C@H](c3ccc(O)cc3)N3[C@H](c4ccccc4)[C@H](c4ccccc4)OC(=O)[C@H]3[C@@H]2C(=O)N2CCc3cc(OC)c(OC)cc3C2)cc1	-7
18	Cn1cc(C(=O)OCC2CCN(CCNS(C)(=O)=O)CC2)c2ccccc21	1
19	C[C@H](CO)N1C[C@H](C)[C@H](CN(C)C(=O)Nc2ccccc2)Oc2c(NC(=O)C3CCOCC3)cccc2C1=O	3
20	CN(C)CC(=O)Nc1ccc2c(c1)[C@@H]1C[C@H](CC(=O)NCc3ccncc3)O[C@H](CO)[C@@H]1O2	-7
21	COc1ccc(S(=O)(=O)N(C)C[C@@H]2Oc3c(NS(=O)(=O)c4cn(C)cn4)cccc3C(=O)N([C@@H](C)CO)C[C@H]2C)cc1	-1
22	C[C@@H]1CN([C@H](C)CO)C(=O)c2cc(NC(=O)C3CC3)ccc2O[C@H]1CN(C)Cc1ccc(C(F)(F)F)cc1	-2
23	CC(C)NC(=O)N(C)C[C@H]1Oc2ccc(NC(=O)Nc3ccc(C(F)(F)F)cc3)cc2CC(=O)N([C@@H](C)CO)C[C@H]1C	3
24	COCC(=O)N(C)C[C@@H]1Oc2cc(-c3ccc(F)cc3)ccc2S(=O)(=O)N([C@@H](C)CO)C[C@@H]1C	-8
25	C[C@@H]1CCCCO[C@@H](CN(C)Cc2ccc3c(c2)OCO3)[C@H](C)CN([C@@H](C)CO)C(=O)c2cc(NC(=O)Nc3ccc(F)cc3)ccc2O1	1
26	Cc1noc(C)c1NC(=O)N(C)C[C@H]1OCCCC[C@@H](C)Oc2ccc(NS(=O)(=O)c3ccc(F)cc3)cc2C(=O)N([C@H](C)CO)C[C@@H]1C	2
27	Cc1noc(C)c1S(=O)(=O)Nc1ccc2c(c1)C(=O)N([C@@H](C)CO)C[C@@H](C)[C@@H](CN(C)CC1CCCCC1)OCCCC[C@@H](C)O2	1
28	CNC[C@H]1Oc2ccc(NC(=O)Nc3c(C)noc3C)cc2CC(=O)N([C@@H](C)CO)C[C@H]1C	0
29	CCC(=O)N(C)C[C@@H]1Oc2cc(-c3cccnc3)ccc2S(=O)(=O)N([C@@H](C)CO)C[C@@H]1C	26
30	C[C@@H]1CN([C@@H](C)CO)S(=O)(=O)c2ccc(C#Cc3ccc(F)cc3)cc2O[C@@H]1CN(C)S(=O)(=O)c1cn(C)cn1	-113
31	Cc1ccc(S(=O)(=O)Nc2cccc3c2O[C@H](CN(C)S(=O)(=O)c2c(C)noc2C)[C@@H](C)CN([C@H](C)CO)C3=O)cc1	0
32	C[C@H](CO)N1C[C@H](C)[C@@H](CN(C)C(=O)NC2CCCC2)OCc2cn(nn2)CCCC1=O	17
33	NC[C@@H]1O[C@H](c2ccccc2)Cc2c1ccc(O)c2O	2
34	COCC#Cc1ccc2c(c1)O[C@H](CN(C)S(=O)(=O)c1ccc(F)cc1)[C@@H](C)CN([C@H](C)CO)S2(=O)=O	-3
35	CC(C)CC#Cc1cnc2c(c1)C(=O)N([C@@H](C)CO)C[C@H](C)[C@@H](CN(C)C(=O)C1CCOCC1)O2	-9
36	Cc1noc(C)c1NC(=O)Nc1ccc2c(c1)C(=O)N([C@H](C)CO)C[C@@H](C)[C@H](CN(C)C(=O)Nc1c(C)noc1C)OCCCC[C@@H](C)O2	43
37	C[C@H](NC(=O)C[C@H]1C[C@H]2c3cc(NC(=O)NC4CCCC4)ccc3O[C@H]2[C@H](CO)O1)c1ccccc1	0
38	CN(C)CC(=O)Nc1ccc2c(c1)[C@@H]1C[C@@H](CC(=O)NCc3ccccc3F)O[C@@H](CO)[C@@H]1O2	3
39	CCCN(C)C[C@@H]1OCCCC[C@@H](C)Oc2ccc(NC(=O)NC(C)C)cc2C(=O)N([C@@H](C)CO)C[C@@H]1C	4
40	C[C@@H]1CCCCO[C@@H](CN(C)Cc2ccc(C(=O)O)cc2)[C@H](C)CN([C@H](C)CO)C(=O)c2cc(NS(=O)(=O)c3ccccc3)ccc2O1	0
41	C[C@@H]1CN([C@H](C)CO)C(=O)Cc2cc(NC(=O)Cc3ccccc3)ccc2O[C@H]1CN(C)S(C)(=O)=O	2
42	C[C@H]1CN([C@@H](C)CO)C(=O)c2cc(C#CC3(O)CCCC3)cnc2O[C@H]1CN(C)S(=O)(=O)c1ccc(F)cc1	0
43	C=C1CCC2C(C)(CO)CCCC2(C)C1CC/C(C)=C/C(=O)O (stereo not given)	-2
44	COCC#Cc1ccc2c(c1)O[C@H](CN(C)Cc1ccc(F)cc1)[C@@H](C)CN([C@H](C)CO)S2(=O)=O	10
45	C[C@H](CO)N1C[C@H](C)[C@H](CN(C)C(=O)Nc2ccc3c(c2)OCO3)OCc2ccccc2-c2c(n(C)c3ccccc23)C1=O	16
46	O=C(/C=C/c1ccc(OCCc2cccs2)cc1)NO	11
47	COc1ccc(CN(C)C[C@@H]2OCCCC[C@@H](C)Oc3ccc(NC(=O)CCCCCC(=O)Nc4ccccc4N)cc3C(=O)N([C@H](C)CO)C[C@@H]2C)cc1	-1
48	COc1ccccc1CNC(=O)C[C@@H]1C[C@H]2c3cc(NC(=O)NC4CCCC4)ccc3O[C@H]2[C@H](CO)O1	-11
49	Cc1noc(C)c1NC(=O)Nc1ccc2c(c1)C(=O)N([C@@H](C)CO)C[C@@H](C)[C@@H](CN(C)C)OCCCC[C@H](C)O2	-2
50	C[C@@H]1CN([C@H](C)CO)C(=O)c2cc(NC(=O)Nc3ccccc3)ccc2O[C@H]1CN(C)C(=O)Nc1ccc(C(F)(F)F)cc1	-6
51	C[C@H]1CN([C@@H](C)CO)C(=O)c2cc(NC(=O)NC3CCCCC3)ccc2O[C@@H]1CN(C)S(=O)(=O)c1ccc(Cl)cc1	-6
52	C[C@H](CO)N1C[C@H](C)[C@H](CN(C)C(=O)Nc2ccc(F)cc2)Oc2cc(/C=C/c3ccccc3)ccc2S1(=O)=O	1
53	CCCNC(=O)N(C)C[C@H]1Oc2ncc(/C=C/c3ccccc3)cc2C(=O)N([C@@H](C)CO)C[C@@H]1C	3
54	C=C(C)[C@@H]1CC=C(/C=N/NC(=O)CCCCCC(=O)Nc2ccccc2O)CC1	-4
55	C/C=C/c1cnc2c(c1)C(=O)N([C@H](C)CO)C[C@H](C)[C@@H](CN(C)Cc1ccccc1)O2	-5
56	C[C@@H]1CN([C@@H](C)CO)C(=O)c2cccc(NC(=O)Nc3ccccc3)c2O[C@H]1CN(C)Cc1ccc(C(=O)Nc2ccccc2N)cc1	0

(continued)
cpd	Molecule	NSD2 inh
57	C[C@@H]1CN([C@H](C)CO)S(=O)(=O)c2ccc(-c3cccc(C#N)c3)cc2O[C@@H]1CN(C)C(=O)c1cccnc1	3
58	O=S(=O)(Cc1ccc2nonc2c1)c1cccs1	3
59	CCO[C@H]1OC(C(=O)N2CCN(Cc3ccc4c(c3)OCO4)CC2)=C[C@@H](C2CCCCC2)[C@@H]1CCCO	-5
60	C[C@@H]1CCCCO[C@H](CN(C)C(=O)CCCN(C)C)[C@H](C)CN([C@@H](C)CO)C(=O)c2cc(NC(=O)Nc3ccc4c(c3)OCO4)ccc2O1	-1
61	Cc1noc(C)c1S(=O)(=O)Nc1ccc2c(c1)CC(=O)N([C@@H](C)CO)C[C@@H](C)[C@@H](CN(C)C(=O)Nc1cccc3ccccc13)O2	2
62	COc1ccc(NC(=O)Nc2ccc3c(c2)C(=O)N([C@@H](C)CO)C[C@@H](C)[C@H](CN(C)S(=O)(=O)c2ccc(OC)cc2)OCCCC[C@@H](C)O3)cc1	-2
63	C[C@@H]1CN([C@H](C)CO)C(=O)Cc2cc(NC(=O)Nc3ccc4c(c3)OCO4)ccc2O[C@H]1CN(C)S(=O)(=O)c1ccccc1	-4
64	C[C@@H]1CN([C@@H](C)CO)C(=O)Cc2cc(NC(=O)NC3CCCCC3)ccc2O[C@H]1CN(C)C(=O)Nc1cccc2ccccc12	-3
65	C[C@@H]1CN([C@@H](C)CO)C(=O)Cc2cc(NS(=O)(=O)c3cn(C)cn3)ccc2O[C@H]1CN(C)S(=O)(=O)c1cccs1	2
66	O=C(NN=C1CCCCCC1)c1ccccc1O	4
67	Cc1noc(C)c1S(=O)(=O)Nc1cccc2c1O[C@H](CN(C)C(=O)Nc1ccccc1)[C@H](C)CN([C@@H](C)CO)C2=O	1
68	COCC#Cc1cnc2c(c1)C(=O)N([C@H](C)CO)C[C@@H](C)[C@H](CN(C)C(C)=O)O2	3
69	C[C@@H]1CN([C@@H](C)CO)C(=O)c2cc(Br)cnc2O[C@@H]1CN(C)C(=O)Nc1ccc(F)cc1	3
70	CC(C)CC#Cc1ccc2c(c1)O[C@H](CN(C)S(=O)(=O)c1cccc(F)c1)[C@H](C)CN([C@@H](C)CO)S2(=O)=O	-10
71	COC(=O)C(CC#Cc1ccc2c(c1)[C@]1(C(=O)N2)[C@H](c2ccc(O)cc2)N2[C@H](c3ccccc3)[C@H](c3ccccc3)OC(=O)[C@H]2[C@@H]1C(=O)NC[C@H](O)c1ccccc1)C(=O)OC	-4
72	Cc1nc2ccccc2n1CC(=O)NCCN1CCCC1	4
73	Cc1ccc(S(=O)(=O)Nc2ccc3c(c2)C(=O)N([C@H](C)CO)C[C@H](C)[C@H](CN(C)S(=O)(=O)c2cn(C)cn2)O3)cc1	-1
74	C[C@@H]1CN([C@H](C)CO)C(=O)c2cccc(NC(=O)C3CCOCC3)c2O[C@@H]1CN(C)Cc1ccc(C(=O)O)cc1	-7
75	Cc1ccc(S(=O)(=O)N(C)C[C@@H]2Oc3ccc(NC(=O)NC(C)C)cc3CC(=O)N([C@H](C)CO)C[C@H]2C)cc1	4
76	O=C(C[C@@H]1CC[C@H](NC(=O)C2CCC2)[C@H](CO)O1)NCCCN1CCOCC1	3
77	CCCNC(=O)N(C)C[C@H]1Oc2ncc(C#CC(C)C)cc2C(=O)N([C@@H](C)CO)C[C@@H]1C	-3
78	C[C@H](CO)N1C[C@H](C)[C@@H](CN(C)CC2CCCCC2)Oc2c(NC(=O)Nc3cccc4ccccc34)cccc2C1=O	4
79	C[C@H]1CN([C@@H](C)CO)S(=O)(=O)c2ccc(C#Cc3ccc(F)cc3)cc2O[C@H]1CN(C)S(=O)(=O)c1ccc(F)cc1	-5

Some of the entries above, set out differently.
75	Cc1ccc(S(=O)(=O)N(C)C[C@@H]2Oc3ccc(NC(=O)NC(C)C)cc3CC(=O)N([C@H](C)CO)C[C@H]2C)cc1
  NSD2 inh: 4

40	C[C@@H]1CCCCO[C@@H](CN(C)Cc2ccc(C(=O)O)cc2)[C@H](C)CN([C@H](C)CO)C(=O)c2cc(NS(=O)(=O)c3ccccc3)ccc2O1
  NSD2 inh: 0

28	CNC[C@H]1Oc2ccc(NC(=O)Nc3c(C)noc3C)cc2CC(=O)N([C@@H](C)CO)C[C@H]1C
  NSD2 inh: 0

60	C[C@@H]1CCCCO[C@H](CN(C)C(=O)CCCN(C)C)[C@H](C)CN([C@@H](C)CO)C(=O)c2cc(NC(=O)Nc3ccc4c(c3)OCO4)ccc2O1
  NSD2 inh: -1
